KCNH2 3.1 inh: qHTS for Inhibitors of KCHN2 3.1: Mutant qHTS. activity change, % (tested at about 1.8 µM). actives 0.95% (n = 340,000). Potassium voltage-gated channel subfamily H member 2, brain isoform KCNH2 3.1 (human). U2OS KCNH2 3.1, thallium flux FluxOr; hits give low values;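 active means maximum activity change below -70%; inconclusive means maximum activity change from -70% to -50%; inactive means maximum activity change above -50%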;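 further: thallium influx rate constant from kinetic fluorescence after stimulation buffer; on the % scale 0 is the no-effect control and ±100 the full control effect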
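Thallium flux via FluxOr fluorescence (Red40 quencher, 45 min loading) in U2OS cells virally expressing the KCNH2 3.1 isoform (1.77 x 10^8 /mL virus, overnight at 37 C). Rate constants from 2-min kinetic reads post-stimulation, normalised to positive and negative controls.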
Rab9 prom act: qHTS Assay for Rab9 Promoter Activators; Huh7 Rab9 promoter-luciferase reporter, luminescence, 24 h; Potency, µM (highest dose often 9.22 µM), for the others: at the highest dose activation, negative = inhibition, most hits filed as activators; actives 2.8% (n = 320,000); further: potency means the concentration at half of the fitted maximal effect; % of control where 0% means no effect; nearly all actives have a fitted effect of over 60% in size
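Huh7 cells stably carrying a Rab9 promoter-luciferase reporter, 1500 cells per well in OP-MEM I with 10% FBS, treated with compound 24 hours at 37C. Luciferase activity read by luminescence after 10 minutes with Amplite reagent.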
FBPA coupling cs: qHTS Assay for Inhibitors of Fructose-1,6-bisphosphate Aldolase from Giardia Lamblia: Coupling assay counterscreen; actives 0.67% (n = 290,000); coupling enzyme system counterscreen, AmpLite Red fluorescence; activity change, negative = inhibition, % at 58.2 µM, hits read low; AID 2472, 2010; in the data active means activity change below about -30%; further: on the % scale 0 is the no-effect control and ±100 the full control effect
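Coupling enzymes only (glyceraldehyde-3-phosphate) + compound, at 57.5 uM final, 10 min RT; add substrate/coupling/AmpLite Red mix, 20 min RT; fluorescence ex 525/em 598 nm. Actives flag coupling-system interference.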
ELG1 genotoxic: qHTS screen for small molecules that induce genotoxicity in human embryonic kidney (HEK293T) cells expressing luciferase-tagged ELG1; Potency, µM (top dose mostly 46 µM), without a hit: at the highest dose activity change, positive = activation, usual class: activators; HEK293T ELG1-luciferase reporter, luminescence, 16 h; AID 504466, 2011; actives 1.3% (n = 330,000); further: potency means the concentration at half of the fitted maximal effect; % of control where 0% means no effect; nearly all actives have a fitted effect of over 60% in size
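Quantitative HTS format in 1536-well plates. HEK293T ELG1-luciferase reporter cells receive test compound and are incubated 16 hr at 37 °C, 5% CO2; ONE-Glo added, 30 min room temperature, then luminescence read.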
VP16 counter: VP16 counterscreen qHTS for inhibitors of ROR gamma transcriptional activity | actives 3.5% (n = 310,000) | AID 2546, 2010 | Potency, µM (top dose mostly 53.6 µM), for the others: top-dose activity, negative = inhibition, actives largely listed as inhibitors | Drosophila S2 Gal4-VP16 UAS-luciferase, luminescence, 20 h;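 further: Gal4-VP16 expression switched on by copper sulfate through the metallothionein promoter; potency means the concentration at half of the fitted maximal effect; on the % scale 0 is the no-effect control and ±100 the full control effect; nearly all actives have a fitted effect of over 50% in size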
Giardia kill: Small Molecules that selectively kill Giardia lamblia: qHTS; activity change, % at 7.66 µM, hits read low; Giardia lamblia trophozoite viability; actives 0.15% (n = 340,000); in the data active means activity change below about -80%; inconclusive means between about -30% and that limit;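 further: parasites exposed to compound for two days anaerobically before the ATP read; on the % scale 0 is the no-effect control and ±100 the full control effect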
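Trophozoites 100 cells/well + cpd; 48 hrs, 37 deg C, anaerobic. ATPLite 1-Step added, 15-30 min RT, luminescence read (ATP-based viability).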
uPA surface inh: qHTS for Inhibitors of Cell Surface uPA Generation; AID 540303, 2011; actives 0.31% (n = 330,000); Potency, µM (titrated, usually from 38.3 µM), for the others: top-dose activity change, negative = inhibition, hits mostly inhibitors; cell surface uPA generation assay, qHTS; active means well fitted inhibition curve with a large enough effect; inconclusive means small, poorly fitted or top-dose-only effect; inactive means no such curve, though single readings can be large or run the other way; tested in mouse RAW 264.7 cells; further: potency means the concentration at half of the fitted maximal effect; on the % scale 0 is the no-effect control and ±100 the full control effect; nearly all actives have a fitted effect of over 55% in size
FLuc modulator: qHTS profiling assay for firefly luciferase inhibitor/activator using purifed enzyme and Km concentrations of substrates (counterscreen for miR-21 project) | Luciferin 4-monooxygenase (Photinus pyralis), P08659 | actives 6.9% (n = 360,000) | Potency, µM (titrated, usually from 57.5 µM), for inactives: at the highest dose activity change, negative = inhibition, actives largely listed as inhibitors | purified FLuc, Km substrates, luminescence inhibition | AID 588342, 2011;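 further: potency means the concentration at half of the fitted maximal effect; plate controls were vehicle for no effect and reference inhibitor for full effect; nearly all actives have a fitted effect of over 55% in size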
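Purified P. pyralis luciferase, 10 nM final, with Km-level 10 uM D-luciferin and 10 uM ATP in 50 mM Tris acetate pH 7.5, 10 mM Mg acetate, 0.01% Tween-20, 0.05% BSA; 6-point qHTS titration about 60 µM downward; luminescence read.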
RORg inh: qHTS for inhibitors of ROR gamma transcriptional activity. actives 5.4% (n = 310,000). Potency, µM (doses to about 53.6 µM), for the others: top-dose activity change, negative = inhibition, actives largely listed as inhibitors. Nuclear receptor ROR-gamma (Mus musculus), P51450. Drosophila S2 Gal4-RORgamma UAS-luciferase reporter, 20 h; further: potency means the concentration at half of the fitted maximal effect; on the % scale 0 is the no-effect control and ±100 the full control effect; nearly all actives have a fitted effect of over 60% in size
Target sequence (P51450 whole entry, looked up, the tested form may be a part): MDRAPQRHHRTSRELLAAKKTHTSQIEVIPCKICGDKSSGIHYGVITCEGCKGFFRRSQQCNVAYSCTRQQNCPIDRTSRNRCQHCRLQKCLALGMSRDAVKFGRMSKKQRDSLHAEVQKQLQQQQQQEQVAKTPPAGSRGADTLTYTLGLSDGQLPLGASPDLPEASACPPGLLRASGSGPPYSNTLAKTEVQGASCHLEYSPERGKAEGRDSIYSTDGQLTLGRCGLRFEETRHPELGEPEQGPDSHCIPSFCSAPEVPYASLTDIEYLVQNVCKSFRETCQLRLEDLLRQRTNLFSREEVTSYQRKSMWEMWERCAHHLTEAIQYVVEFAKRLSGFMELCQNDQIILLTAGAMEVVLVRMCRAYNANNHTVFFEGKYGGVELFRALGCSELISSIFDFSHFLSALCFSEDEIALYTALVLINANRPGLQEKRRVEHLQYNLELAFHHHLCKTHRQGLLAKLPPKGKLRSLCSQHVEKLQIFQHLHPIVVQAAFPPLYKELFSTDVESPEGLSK
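Luminescence from a UAS-regulated Photinus luciferase reporter in stably transfected Drosophila Schneider cells is measured; decreased signal marks ROR gamma inhibition. Fusion expression is induced by 700 uM copper sulfate for 20 hr.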
NPC1 promoter act: qHTS Assay for NPC1 Promoter Activators; Huh7 NPC1 promoter luciferase reporter, 24 h; Potency, µM (doses to about 9.22 µM), inactives show at the highest dose activation, usual class: activators; actives 2.4% (n = 320,000); AID 485313, 2010;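 further: potency means the concentration at half of the fitted maximal effect; % of control where 0% means no effect; nearly all actives have a fitted effect of over 60% in size; reporter is driven by a mutant NPC1 promoter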
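Luminescence from an NPC1 promoter-driven luciferase reporter in stably transfected Huh7 cells was measured after 24 h compound treatment at 37 °C, followed by 10 min ambient incubation with luciferase detection reagent.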
Tb PFK inh: qHTS Assay to Find Inhibitors of T. brucei phosphofructokinase | ATP-dependent 6-phosphofructokinase (Trypanosoma brucei brucei), O15648 | T. brucei PFK, ADP-Glo luminescence | Potency, µM (series often up to 57.5 µM), for inactives: at the top dose activity, negative = inhibition, hits mostly inhibitors | actives 0.17% (n = 330,000) | AID 485367, 2010;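 further: potency means the concentration at half of the fitted maximal effect; 0% = uninhibited 1x PFK enzyme wells and -100% = no-enzyme wells; nearly all actives have a fitted effect of over 60% in size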
Target sequence (O15648 whole entry, looked up): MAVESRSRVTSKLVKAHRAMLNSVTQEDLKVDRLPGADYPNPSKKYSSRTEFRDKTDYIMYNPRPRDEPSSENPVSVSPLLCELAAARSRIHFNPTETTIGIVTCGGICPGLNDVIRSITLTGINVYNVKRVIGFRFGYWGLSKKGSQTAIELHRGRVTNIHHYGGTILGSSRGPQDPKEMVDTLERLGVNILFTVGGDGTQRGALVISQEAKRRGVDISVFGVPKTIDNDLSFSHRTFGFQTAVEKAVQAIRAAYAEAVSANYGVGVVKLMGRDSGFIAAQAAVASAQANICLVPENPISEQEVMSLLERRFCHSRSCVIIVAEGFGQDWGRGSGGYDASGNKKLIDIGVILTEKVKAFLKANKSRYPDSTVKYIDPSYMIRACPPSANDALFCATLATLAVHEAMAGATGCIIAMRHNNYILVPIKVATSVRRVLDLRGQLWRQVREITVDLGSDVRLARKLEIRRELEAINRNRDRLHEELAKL
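In TEA buffer at pH 8.0 with 5 mM MgCl2, enzyme (1.25 nM) converted F6P (0.5 mM) and ATP (0.1 mM) for 45 min at room temperature. ADP product was read by luciferase luminescence.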
An asterisk follows results filed as active; ? = inconclusive; nt = no result given; & = joins results of further samples; [ ] = another dose, or the depositor's remark. Unless noted, the call rests on the fitted dose curve; in most records, active means well fitted curve in the direction sought with a large enough effect; inconclusive means small, poorly fitted or top-dose-only effect, or another doubt; inactive means no such curve, though single readings can be large; an effect the other way counts as inactive or inconclusive. The order is random (roughly 14% active in at least one column).

SMILES	KCNH2 3.1 inh	Rab9 prom act	FBPA coupling cs	ELG1 genotoxic	VP16 counter	Giardia kill	uPA surface inh	FLuc modulator	RORg inh	NPC1 promoter act	Tb PFK inh
CCS(=O)(=O)Nc1ccc(C2=NN(C(=O)c3ccco3)C(c3ccco3)C2)cc1 (centres undefined)	3	-16%	nt	0%	nt	-3	?	?	nt	-30%[inhibitor]	5%
O=C(N/N=C/c1c[nH]c2ccccc12)c1cc(Cl)ccc1O	16	14%	1	7%	6.3µM*	11	-17%	17µM*	5µM*	21%	?
COc1cc(C(=O)Nc2cccc3c2CCCC3)cc(OC)c1OC	5	6%	1	0%	-8%	-4	1%	4%	31%	-3%	6%
CSc1ncccc1C(=O)OCC(=O)NC(C)(C)C	10	-3%	3	2%	-8%	3	8%	5%	-3%	-1%	0%
CCCCn1c(CCn2nc(C)c(Br)c2C)n[nH]c1=S	-8	-4%	-2	0%	?	-14	nt	-8%	11µM*	-1%	-16%
CC(NC(=S)Nc1ccc(S(=O)(=O)N2CCOCC2)cc1)C1CC2CCC1C2 (centres undefined)	-2	-1%	-2	-3%	?	10	-7%	-2%	?	-3%	2%
O=C(Nc1cccnc1)c1ccc(Cl)c([N+](=O)[O-])c1	-14	0%	0	-9%	-10%	3	-8%	-1%	-28%	0%	1%
CC1CCC(NC(=O)Cn2c3c(c(-c4ccccc4Cl)cc2=O)CCC3)CC1 (centres undefined)	0	-1%	1	?	-2%	-24	-3%	2%	-18%	-1%	4%
COc1ccc(C(C(=O)NC(C)(C)C)N(C(=O)CCC(=O)Nc2cc(C)on2)c2cccc(C)c2C)cc1 (centres undefined)	13	14%	1	-3%	2%	21	nt	0%	42%	-3%	1%
O=C1[C@H](O)[C@@H](O)C(=O)N1Cc1ccccc1	2	-2%[1.84 µM]	-2	1%	5%	0	1%	0%	-10%	-2%	-3%
CCc1nnc(NC(=O)CCc2ccccc2OC)s1	2	11%	0	0%	-6%	54[activator]	-1%	2%	3%	7%	2%
CN(C)c1ccc(-c2cccc(C3CC=CC4C3C(=O)N(Cc3ccccc3)C4c3ccc(C(F)(F)F)cc3)c2)cc1 (centres undefined)	nt	0%	-1&1	0%	-9%&4%	7&-1	17%	5%	1%&6%	-2%	3%
COc1ccc(C(=O)O/N=C(\N)Cc2cccs2)cc1OC	-3	5%	nt	13%	0%	-10	-16%	5%	-5%	1%	2%
CSc1ccc(-c2nnn(Cc3ccc(C)cc3)n2)cc1	-24	?	3	?	?	-17	12%	11µM*	?	?	-3%
COc1ccc2nc(N(CCN(C)C)C(=O)c3ccc(C(=O)c4ccccc4)cc3)sc2c1	2	14%	-1	1%	-15%	-8	3%	-2%	-29%	0%	2%
Cc1ccccc1NC(=S)N1CCN(c2ccccc2)CC1	33	-3%	0	-2%	20µM*	11	0%	-5%	10µM*	3%	-4%
CC(C)C(OC(=O)c1ccco1)C(=O)NC1CCCCC1 (centres undefined)	17	2%	0	-3%	-2%	3	-3%	5%	4%	-4%	5%
Cc1nc2oc3ccccc3c(=O)c2c(=O)n1Cc1ccccc1	4	2%	2	1%	-3%	3	0%	-1%	-12%	-1%	0%
CN(C)c1ccc(C(CNC(=O)c2ccccc2)c2c[nH]c3ccccc23)cc1 (centres undefined)	-24	1%	-4	-6%	5%	12	2%	-4%	?	-2%	0%
COC(=O)c1cccc(C23CC4(C2)[C@H](CN(Cc2ccc(C(F)(F)F)cc2)[C@@H]4c2ccccc2)C3c2ccc(Cl)nc2)c1 (some centres undefined)	nt	-9%	2&-2	-5%	5%&5%	14	6%	0%	-16%&-21%	-9%	-12%
COC(=O)Cn1cnc2sc3c(c2c1=O)CCCC3	-13	-1%	0	2%	28%	-1	-3%	1%	36%	-3%	-4%
Cc1ccc(S(=O)(=O)NC(=O)c2cc(C)n(CC(c3ccccc3)N(C)C)c2C)cc1 (centres undefined)	6	-3%	7	1%	-2%	?	-9%	-24%	-16%	1%	0%
CCOc1ccccc1N1CCN(C(=O)Nc2ccc(F)c(Cl)c2)CC1	2	-3%	-2	-18%	4%[0.365 µM]	16	0%	-1%	5%	1%	-6%
COc1ccc(C(=O)n2cc(C(=O)c3cc(C)ccc3O)cn2)cc1	11	-10%	4	-7%	2%	8	7%	5%	-41%	-4%	-1%
O=C(c1ccc(Cl)c(S(=O)(=O)N2CCCC2)c1)N1CCCC(C(F)(F)F)C1 (centres undefined)	1	-5%	nt	-2%	nt	-21	2%	3%	nt	-2%	0%
c1ccc2c(c1)CCCc1cc(NCCN3CCOCC3)nnc1-2	-2	-6%	4	-2%	-6%[17 µM]	-2	19%	-3%	-3%[16.9 µM]	1%	0%
Clc1ccc(CSCCc2ccncc2)cc1	0	-2%	-3	-6%	?	14	1%	-4%	-25%	-2%	-10%
CC1Cc2nc(SCC(=O)Nc3ccc4c(c3)OCO4)n(-c3ccc(F)cc3)c(=O)c2S1 (centres undefined)	13	-4%	-4	1%	2%	-4	33%[activator]	1%	0%	-4%	5%
O=C(Nc1ccc2c(c1)OCCO2)c1ccc(Cl)c(S(=O)(=O)N2CCOCC2)c1	10	8%	1	-3%	17%	-4	5%	?	?	5%	-7%
CSc1ccc(-c2nc(CN3CCCCC3c3cccnc3)c(C)o2)cc1 (centres undefined)	3	-1%	0	-9%	-29%	2	0%	-10%	?	-2%	-5%
Cc1ccccc1SCc1noc(C(=O)NCC2CCCO2)c1C(=O)O (centres undefined)	-2	-2%	8	1%	-5%	8	1%	-9%	-1%	-6%	3%
Cc1ccc(C)c(NC(=O)CSc2nnc(C3CCCCC3)o2)c1	9	0%	1	8%	4%	-17	1%	-3%	0%	-2%	0%
CC(C)(C)n1nc2c(c1NC(=O)c1cccc(C(F)(F)F)c1)CS(=O)C2 (centres undefined)	-5	-8%	1	1%	-6%	-3	-8%	3%	-6%	-4%	0%
COc1ccc(NC(C)=O)cc1CNC(=O)CN1CCOCC1	4	-7%	4	-3%	-6%	-16	1%	0%	1%	-1%	4%
CN(/N=C/c1ccc(O)cc1O)c1ncc(C(F)(F)F)cc1Cl	-32	-5%	2	1%	-11%	36[activator]	?	-17%	7.9µM*	-4%	1%
O=C(C[C@H]1C/C=C\C[C@@H](Cc2ccc(F)cc2)C(=O)OC[C@@H](Cc2c[nH]c3ccccc23)NC1=O)NCCO	-15	nt	nt	-1%	nt	-16	1%	nt	nt	nt	1%
CCOc1cc(C(c2c(C)[nH][nH]c2=O)c2c(C)[nH][nH]c2=O)ccc1OCc1ccc([N+](=O)[O-])cc1	-5	4%	-14	-1%	-26%	-7	-5%	2%	-36%	-2%	-3%
O=c1nc(N2CCOCC2)ccn1Cc1ccc(Br)cc1	21	-5%	-3	1%	0%	-8	-14%	5%	14%	1%	3%
COc1ccc(/C=N/NC(=O)c2nn(-c3ccc(C)c(C)c3)c(=O)c3ccccc23)cc1	nt	-2%	1	-3%	-6%	-2	-12%	?	45%	-5%	3%
COC(=O)Nc1ccc(S(=O)(=O)NCCO)cc1	5	3%	5	-1%	-3%	8	2%	6%	18%	-4%	1%
CCCCn1c(N)c(NCCC(C)C)c(=O)[nH]c1=O	-24	2%	-1	-1%	-5%	1	2%	1%	-4%	-3%	-1%
Cc1ccc(OCC(=O)N/N=C/c2cccnc2)cc1	29	-4%	nt	3%	6%	14	-3%	-11%	0%	-3%	-7%
COc1ccc(C(=O)NNC(=O)Cc2coc3cc(OC)ccc23)cc1	-11	nt	nt	3%	nt	-1	2%	nt	nt	nt	-27%
COc1ccccc1NS(=O)(=O)c1ccc(N2CCOCC2)c(N)c1	1	nt	nt	-3%	nt	-1	-1%	nt	nt	nt	1%
CCc1nc(SCC(=O)O)c2c3c(sc2n1)COC(C)(C)C3	1	-6%	-3	1%	1%	2	0%	-10%	29%	10%	-21%
Cc1ccccc1NC(=O)Cc1c[nH]c2ccccc12	-2	-4%	-3	-3%	-8%	-2	10%	4%	-6%	2%	-1%
Cc1cnc(=O)[nH]c1SCC(=O)c1ccc(F)cc1	-9	19%	0	9%	-3%	2	-4%	?	-8%	5%	-9%

Bioassay records: PubChem BioAssay, National Center for Advancing Translational Sciences (NCATS)
